Screening results deposited in PubChem BioAssay by several laboratories.
OX1R antagonist = OX1R (HCRTR1) antagonists, primary screen, fluorescence, CHO/OX1R cells, Fluo-8 calcium, orexin A | Fluo-8 calcium fluorescence | Orexin/Hypocretin receptor type 1 (Homo sapiens), O43613 | AID 434989, 2010 | inhibition, % at 5 µM | 330,000 compounds, 0.43% hits;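 active = inhibition above its plate's threshold, mean inhibition of all tested compounds on the plate plus 3 SD, cut at about 37% in these data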;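 note: 0% = orexin A challenge wells and 100% = SB-334867-A antagonist wells; not every result past the cut was called active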
Target sequence (O43613 whole entry, looked up): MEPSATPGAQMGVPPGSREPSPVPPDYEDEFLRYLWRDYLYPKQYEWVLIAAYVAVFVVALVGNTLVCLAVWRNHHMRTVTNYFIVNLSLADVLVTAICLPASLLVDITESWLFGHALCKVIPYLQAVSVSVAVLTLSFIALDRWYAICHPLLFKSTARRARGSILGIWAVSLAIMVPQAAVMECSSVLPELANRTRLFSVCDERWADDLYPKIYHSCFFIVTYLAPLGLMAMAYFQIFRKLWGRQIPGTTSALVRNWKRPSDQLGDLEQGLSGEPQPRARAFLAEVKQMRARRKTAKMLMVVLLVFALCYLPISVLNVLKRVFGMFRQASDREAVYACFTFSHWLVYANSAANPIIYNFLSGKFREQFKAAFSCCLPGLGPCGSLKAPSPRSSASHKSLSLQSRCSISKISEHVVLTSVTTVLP
CHT PAM = CHT positive allosteric modulators, primary screen, cell-based, membrane potential dye, choline EC20. High affinity choline transporter 1 (Homo sapiens), Q9GZV3. CHT-expressing cells; stronger effect = higher value; LV-AA mutant CHT in HEK293 cells. B-score at 10 µM. 310,000 compounds, 0.49% hits;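 active = initial fluorescence not abnormally high and integrated response B-score, plate-corrected, over 3 SD above library mean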
Target sequence (Q9GZV3 whole entry, looked up): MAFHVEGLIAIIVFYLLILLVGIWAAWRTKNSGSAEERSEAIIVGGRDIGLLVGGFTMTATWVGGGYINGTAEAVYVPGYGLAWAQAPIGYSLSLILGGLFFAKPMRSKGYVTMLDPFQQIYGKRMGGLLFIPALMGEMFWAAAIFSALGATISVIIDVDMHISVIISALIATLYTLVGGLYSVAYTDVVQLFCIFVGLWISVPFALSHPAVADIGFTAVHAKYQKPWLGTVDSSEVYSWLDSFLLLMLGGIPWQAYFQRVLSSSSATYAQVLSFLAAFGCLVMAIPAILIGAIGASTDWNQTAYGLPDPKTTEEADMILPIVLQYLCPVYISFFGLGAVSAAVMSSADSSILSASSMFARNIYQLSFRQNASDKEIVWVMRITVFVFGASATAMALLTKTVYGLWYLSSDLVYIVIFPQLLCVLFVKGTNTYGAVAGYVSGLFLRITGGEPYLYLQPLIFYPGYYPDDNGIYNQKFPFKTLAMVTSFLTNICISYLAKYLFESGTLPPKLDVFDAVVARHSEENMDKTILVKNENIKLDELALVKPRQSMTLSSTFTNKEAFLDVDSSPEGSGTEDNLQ
Starred values were filed as active, the others as inactive.

Results for NC(=O)c1ccccc1NC(=O)CSc1nc2ccccc2c(=O)[nH]1 ?
OX1R antagonist: -5; CHT PAM: inactive

Results for O=C(c1ccc2[nH]c(=O)c(=O)[nH]c2c1)N1CCc2ccccc21 ?
OX1R antagonist: 2; CHT PAM: inactive

Results for CCSc1nsc(NC(=O)Nc2ccc(F)cc2F)n1 ?
OX1R antagonist: 15; CHT PAM: inactive

What do the screens show for `O=C(COC(=O)c1ccc(F)cc1)NCC1CCCCC1`?
OX1R antagonist: -11

What do the screens show for `CCN(C(=O)/C=C/c1ccc(OC)cc1)C1CCS(=O)(=O)C1` (centres undefined)?
OX1R antagonist: -14; CHT PAM: inactive

How did C/C=C/c1ccc(OCCOc2ccc(C=O)cc2)c(OC)c1 do in these assays?
OX1R antagonist: -10; CHT PAM: inactive

How did CC(C)Cn1c(CCNC(=O)c2ccco2)nc2ccccc21 do in these assays?
OX1R antagonist: -10; CHT PAM: inactive

What do the screens show for `Nc1nnnn1/N=C/c1cc(Cl)ccc1O`?
OX1R antagonist: 12; CHT PAM: inactive

Results for CC(C)c1ccc(C(C)NCCS(=O)(=O)c2ccc(Cl)cc2)cc1 (centres undefined) ?
OX1R antagonist: -32; CHT PAM: inactive

How did Cc1nc2ccccc2nc1OCc1ccc([N+](=O)[O-])cc1 do in these assays?
OX1R antagonist: -25; CHT PAM: inactive

Results for O=C(NC(=S)NCc1ccccc1)c1cccc(Cl)c1 ?
OX1R antagonist: 5; CHT PAM: inactive

Results for Cc1cccc(S(=O)(=O)C(C#N)c2nc3ccccc3nc2N2CC(C)OC(C)C2)c1 (centres undefined) ?
OX1R antagonist: -15; CHT PAM: inactive

What do the screens show for `NC(=O)CSc1nc2c(c(=O)n1-c1ccccc1)C1(CCCCC1)Cc1ccccc1-2`?
OX1R antagonist: -27; CHT PAM: inactive

Results for Cc1cc(Cl)ccc1OCC(=O)N1CCCCC1 ?
OX1R antagonist: -7; CHT PAM: inactive

Results for CC(C)[C@@]1(c2ccc(Cl)cc2)ON(c2ccccc2C(F)(F)F)C1=O ?
OX1R antagonist: -32

How did COC(=O)c1ccccc1N(Cc1ccccc1)S(C)(=O)=O do in these assays?
OX1R antagonist: -5; CHT PAM: inactive

Results for CCOC(=O)N/N=C\c1ccc([N+](=O)[O-])s1 ?
OX1R antagonist: -4; CHT PAM: inactive

How did Cc1ccc(S(=O)(=O)N(C)CC(=O)OCC(=O)NCCN2C(=O)CSC2=O)cc1 do in these assays?
OX1R antagonist: -24

What do the screens show for `c1ccc(N2CCN(c3nnc(Cc4cccnc4)c4ccccc34)CC2)nc1`?
OX1R antagonist: -10; CHT PAM: inactive

Results for CCCC(=O)Nc1nnc(S(=O)(=O)N(CC(C)C)c2ccccc2)s1 ?
OX1R antagonist: -5; CHT PAM: inactive

Of the compounds above, 3 contain two or more sulfur atoms.
Results for CCSc1nsc(NC(=O)Nc2ccc(F)cc2F)n1 ?
OX1R antagonist: 15; CHT PAM: inactive

How did Cc1ccc(S(=O)(=O)N(C)CC(=O)OCC(=O)NCCN2C(=O)CSC2=O)cc1 do in these assays?
OX1R antagonist: -24

Results for CCCC(=O)Nc1nnc(S(=O)(=O)N(CC(C)C)c2ccccc2)s1 ?
OX1R antagonist: -5; CHT PAM: inactive

(more compounds)
How did S=C(NCc1ccccn1)Nc1ccc(Br)cc1Cl do in these assays?
OX1R antagonist: -7; CHT PAM: inactive

Results for COc1cccc(/C=N/n2c(C3CCCCC3)n[nH]c2=S)c1O ?
CHT PAM: inactive

What do the screens show for `CCn1cc(C(=O)NCc2ccc3c(c2)OCO3)c(=O)c2cc(F)c(N3CCN(C)CC3)cc21`?
OX1R antagonist: -16; CHT PAM: inactive

Results for Clc1ccccc1CONc1ncnc2nonc12 ?
OX1R antagonist: -9; CHT PAM: inactive

What do the screens show for `CCCc1cc(=O)n2[nH]c(CCc3ccccc3)nc2n1`?
OX1R antagonist: -19; CHT PAM: inactive

Results for COc1ccc(N(CC(=O)Nc2ccccc2C(=O)NCC(C)C)S(C)(=O)=O)cc1 ?
OX1R antagonist: -14; CHT PAM: inactive

Results for COc1ccc(Cl)cc1NC(=O)CN1CCc2ccccc2C1 ?
OX1R antagonist: -20; CHT PAM: inactive

How did CC(Oc1cccnc1[N+](=O)[O-])C(=O)Nc1ccc(Cl)cn1 (centres undefined) do in these assays?
OX1R antagonist: -4

How did Nn1c(SCC(=O)NC(=O)NC2CCCC2)nnc1-c1ccccc1F do in these assays?
OX1R antagonist: -11; CHT PAM: inactive

Results for Cc1csc(NC(=O)CSc2nnc(-c3ccccc3)o2)n1 ?
OX1R antagonist: -10; CHT PAM: inactive

How did O=C(NCc1nc2ccccc2[nH]1)C1=C[C@H](c2ccccc2)C[C@H](OCc2ccc(CO)cc2)O1 do in these assays?
OX1R antagonist: -28; CHT PAM: inactive

Results for CCN(C[C@H]1N[C@@](CC)(C(=O)OC)[C@H]2C(=O)N(Cc3ccccc3)C(=O)[C@@H]12)C(=O)Nc1ccc(C(F)(F)F)cc1 ?
OX1R antagonist: -25

How did O=C(NCc1ccco1)C(c1ccccc1)N(Cc1cccnc1)C(=O)Cn1nnc2ccccc21 (centres undefined) do in these assays?
OX1R antagonist: -30; CHT PAM: inactive

Results for CC(C)CC(=O)Nc1ccc2ccccc2c1 ?
OX1R antagonist: -12; CHT PAM: inactive

How did O=C(Nc1nc2ccccc2[nH]1)C1CCC1 do in these assays?
OX1R antagonist: -2; CHT PAM: inactive

What do the screens show for `CCN(CC)S(=O)(=O)c1ccc(NC(=O)CCNC(=O)c2ccco2)cc1`?
OX1R antagonist: -5; CHT PAM: inactive

Results for O=c1c2c3c(sc2nc(NCCO)n1CCc1ccccc1)CCCCC3 ?
OX1R antagonist: -41; CHT PAM: inactive

Results for O=C(N/N=C/c1ccco1)c1ccccc1OCc1ccccc1Cl ?
OX1R antagonist: -33; CHT PAM: inactive

How did NC(=O)c1ncc(C(F)(F)F)cc1Oc1cccc(C(F)(F)F)c1 do in these assays?
OX1R antagonist: 2; CHT PAM: inactive

How did CCCCOC(=O)C1=C(C)Nc2nnnn2C1c1ccccc1Cl (centres undefined) do in these assays?
OX1R antagonist: -26; CHT PAM: inactive

Results for CCOC(=O)c1c(-c2ccc(C)cc2)csc1NC(=O)CCN1CCOCC1 ?
OX1R antagonist: -50; CHT PAM: inactive

What do the screens show for `Cc1ccc(CNC(=O)c2ccc(N3CCC4(CC3)CC(c3cccc(Br)c3)=NO4)c(NC(=O)c3cccc(C)c3)c2)cc1`?
OX1R antagonist: -24; CHT PAM: inactive

How did CCN1C(=O)CC(N2CCC(C(=O)N3CCOCC3)CC2)C1=O (centres undefined) do in these assays?
OX1R antagonist: -9; CHT PAM: inactive

Results for Cn1c(=O)[nH]c(=O)c2c1nc(Br)n2C/C=N/NC(=O)c1ccccc1 ?
OX1R antagonist: -6; CHT PAM: inactive

Results for CCNC(=S)N1CCN(S(=O)(=O)/C=C/c2ccccc2)CC1 ?
OX1R antagonist: -1; CHT PAM: inactive

Results for Cc1cc(NC(=O)c2ccccc2)cc(NC(=O)c2ccccc2)c1C ?
OX1R antagonist: -15; CHT PAM: inactive

Results for Cc1ccc2[nH]c3c(N4CCOCC4)ncnc3c2c1 ?
OX1R antagonist: 1; CHT PAM: inactive

What do the screens show for `O=C(CN1C(=O)/C(=C/c2ccccc2Cl)SC1=S)NC1CCS(=O)(=O)C1` (centres undefined)?
OX1R antagonist: -15; CHT PAM: inactive

How did O=C(CCNC(=O)c1ccco1)NCCN1C(=O)S/C(=C\c2ccc(F)cc2)C1=O do in these assays?
OX1R antagonist: 45*

What do the screens show for `C/C(Cn1nnc([N+](=O)[O-])n1)=N\NC(=O)c1cccc(Cl)c1`?
OX1R antagonist: 2; CHT PAM: inactive

Results for COc1ccc(N(CC(=O)Nc2cc(Cl)ccc2C)S(=O)(=O)c2c(C)noc2C)cc1 ?
OX1R antagonist: -1; CHT PAM: inactive

Results for CC(NCc1cccs1)c1ccccc1 (centres undefined) ?
OX1R antagonist: 3; CHT PAM: inactive

What do the screens show for `O=C(COc1ccccc1[N+](=O)[O-])Nc1cc(C(=O)O)cc(C(=O)O)c1`?
OX1R antagonist: -4; CHT PAM: inactive

Results for OCCN1CCN(c2ncnc3c2c(-c2ccccc2)cn3-c2ccc(F)cc2)CC1 ?
OX1R antagonist: -14; CHT PAM: inactive

How did COc1ccccc1N1C(=O)C2C(C(=O)c3ccccc3)=NN(c3ccc(Br)cc3)C2C1=O (centres undefined) do in these assays?
OX1R antagonist: -19; CHT PAM: inactive

How did O=S(=O)(c1ccc2ncn(O)c2c1)N1CCOCC1 do in these assays?
OX1R antagonist: 9; CHT PAM: inactive

What do the screens show for `CC(C)CNC(=O)c1cc2nc3c(c(C(F)(F)F)n2n1)CCc1ccccc1-3`?
OX1R antagonist: -19; CHT PAM: inactive

How did O=C(NCCc1ccc(Cl)cc1)c1nnc(Cc2ccc(Cl)cc2)o1 do in these assays?
OX1R antagonist: -12; CHT PAM: inactive

What do the screens show for `Oc1ccccc1OCC(O)c1ccccc1` (centres undefined)?
OX1R antagonist: -10; CHT PAM: inactive

What do the screens show for `COc1ccc(CCC(=O)OCC(=O)N2CCN(S(=O)(=O)c3ccc(C)cc3C)CC2)cc1`?
OX1R antagonist: -12

Structures from the list above that contain a CF3 group:
Results for CC(C)[C@@]1(c2ccc(Cl)cc2)ON(c2ccccc2C(F)(F)F)C1=O ?
OX1R antagonist: -32

Results for CCN(C[C@H]1N[C@@](CC)(C(=O)OC)[C@H]2C(=O)N(Cc3ccccc3)C(=O)[C@@H]12)C(=O)Nc1ccc(C(F)(F)F)cc1 ?
OX1R antagonist: -25

How did NC(=O)c1ncc(C(F)(F)F)cc1Oc1cccc(C(F)(F)F)c1 do in these assays?
OX1R antagonist: 2; CHT PAM: inactive

What do the screens show for `CC(C)CNC(=O)c1cc2nc3c(c(C(F)(F)F)n2n1)CCc1ccccc1-3`?
OX1R antagonist: -19; CHT PAM: inactive

Part of the list above in order of molar mass, falling.
What do the screens show for `CC(C)CNC(=O)c1cc2nc3c(c(C(F)(F)F)n2n1)CCc1ccccc1-3`?
OX1R antagonist: -19; CHT PAM: inactive

How did O=C(NCCc1ccc(Cl)cc1)c1nnc(Cc2ccc(Cl)cc2)o1 do in these assays?
OX1R antagonist: -12; CHT PAM: inactive

How did O=S(=O)(c1ccc2ncn(O)c2c1)N1CCOCC1 do in these assays?
OX1R antagonist: 9; CHT PAM: inactive

The listing continues:
Results for Cc1ccc2c(c1)c1c(n2CC(O)CNC2CCCCC2)CCCC1 (centres undefined) ?
OX1R antagonist: -4; CHT PAM: inactive

How did CCC(=O)N1CCc2cc(S(=O)(=O)NC(Cc3ccccc3)C(=O)Nc3nccs3)ccc21 (centres undefined) do in these assays?
OX1R antagonist: -10; CHT PAM: inactive

How did Cc1ccc(N(Cc2ccccc2)C(=O)c2cc(S(=O)(=O)N3CCOCC3)ccc2F)cc1 do in these assays?
OX1R antagonist: -32

Results for Cc1c(C(=O)N2CCOCC2)oc2ccccc12 ?
OX1R antagonist: -6

What do the screens show for `COc1ccc(CN(C)C2CCCCC2)cc1`?
OX1R antagonist: -12; CHT PAM: inactive

What do the screens show for `COc1ccc2sc(-c3ccc(SC)cc3)c(C#CC(C)(C)O)c2c1`?
OX1R antagonist: -40

Results for Cc1ccc(-n2c(SCC(N)=O)nnc2-c2ccc(S(=O)(=O)N3CCCCC3)cc2)c(C)c1 ?
OX1R antagonist: -15; CHT PAM: inactive

How did CC(C)C(=O)Nc1nnc(SCC(=O)N2C(C)CCCC2C)s1 (centres undefined) do in these assays?
OX1R antagonist: -11; CHT PAM: inactive

What do the screens show for `O=C(COc1nsnc1N1CCOCC1)Nc1ccc(Cl)cc1`?
OX1R antagonist: -35; CHT PAM: inactive

Results for N=c1n(Cc2ccccc2)c2ccccc2n1CC(O)c1ccccc1 (centres undefined) ?
OX1R antagonist: -17; CHT PAM: inactive

How did COc1cc(C2C(C#N)=C(N)OC3=C2C(=O)CCC3)cc2c1OCO2 (centres undefined) do in these assays?
OX1R antagonist: -11; CHT PAM: inactive

How did CCCCN(C(=O)c1ccc(COc2ccccc2)o1)c1c(N)n(CC(C)C)c(=O)[nH]c1=O do in these assays?
OX1R antagonist: -19

What do the screens show for `Cc1ccccc1C=O`?
OX1R antagonist: -14

Results for COC(=O)c1cc(-c2cccc([N+](=O)[O-])c2)c2c(=O)n(C)c(=O)n(C)c2n1 ?
OX1R antagonist: 6; CHT PAM: inactive

What do the screens show for `N#Cc1cc(-c2ccccc2)cnc1Cl`?
OX1R antagonist: -7; CHT PAM: inactive

What do the screens show for `Cc1cccc(NC(=O)CSc2nncn2-c2ccccn2)c1`?
OX1R antagonist: -33; CHT PAM: inactive

What do the screens show for `Cc1nc2ccccc2n1CC(=O)NC1CCCCCC1`?
OX1R antagonist: -4; CHT PAM: inactive

Results for CC(C)(C)NC(=O)NCC1CCCC1NC(=O)NC(C)(C)C (centres undefined) ?
OX1R antagonist: -4; CHT PAM: inactive

What do the screens show for `OCCNCc1ccc(OCc2ccc(Cl)cc2Cl)cc1`?
OX1R antagonist: 0; CHT PAM: inactive

Results for CNC(=S)N1N=C(c2ccc(Br)cc2)CC1c1ccc(OC)cc1 (centres undefined) ?
OX1R antagonist: -14; CHT PAM: inactive

Results for CCOc1ccccc1NC(=O)COc1coc(CN2CCCc3ccccc32)cc1=O ?
OX1R antagonist: -21; CHT PAM: inactive

What do the screens show for `CCOC(=O)c1c(-c2ccc(C)o2)csc1NC(=S)NC(=O)c1cccs1`?
OX1R antagonist: -27; CHT PAM: inactive
